PRMT1 inh: blocks human protein arginine methyltransferase 1. Q99873. inhibition, % at 2.79 µM. recombinant PRMT1, activity-based probe fluorescence polarization. 1.3% of 370,000 active. AID 652257;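 active = inhibition above about 21% made by adding two undisclosed values, limit read from the data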
mABHD4 FP: ABHD4 (mouse) inhibition, primary FP screen. AID 720543. purified mABHD4, FP-Rh probe fluorescence polarization. Q8VD66. 0.54% of 370,000 active. inhibition, % at 8.92 µM;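 active = inhibition exceeding the mean over every tested compound plus 3 SD, cut at about 30% in these data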;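 note: 0% = plate median of compound wells and 100% = S159A mutant with DMSO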
Target sequence (Q8VD66 whole entry, looked up): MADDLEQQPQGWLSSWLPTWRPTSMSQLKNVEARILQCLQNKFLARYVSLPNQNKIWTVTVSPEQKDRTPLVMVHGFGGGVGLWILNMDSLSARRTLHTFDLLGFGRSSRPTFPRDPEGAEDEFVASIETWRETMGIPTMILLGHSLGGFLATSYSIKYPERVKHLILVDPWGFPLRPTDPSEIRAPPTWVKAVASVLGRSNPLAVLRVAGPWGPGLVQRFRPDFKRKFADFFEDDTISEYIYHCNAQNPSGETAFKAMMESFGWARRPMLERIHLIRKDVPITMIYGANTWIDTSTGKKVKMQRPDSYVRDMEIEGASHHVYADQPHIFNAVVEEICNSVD
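Assay system: wild-type mouse ABHD4 protein; compound: single nominal dose of 8.92 µM, 0.89% DMSO final; schedule: 45 min + 60 min at 25 °C; measured by: FP readout, ex 525 nm / em 598 nm; evaluation: % inhibition of FP-Rh probe binding versus controls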
SIAE primary: inhibitors of human sialic acid acetylesterase SIAE. SIAE FP-Rh probe binding, fluorescence polarization. AID 1053197. inhibition, % at 9.66 µM. 0.69% of 370,000 active;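 active = inhibition above a cutoff: mean of compounds within the control limits plus 3 SD of those, cut at about 17% in these data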;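 note: 0% = plate median of compound wells and 100% = probe without SIAE protein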
PG9 binder: PG9 antibody binding by small molecule; TR-FRET gp120-PG9 antibody binding; inhibition, % at 6.7 µM; 0.43% of 360,000 active; in the data active = inhibition above about 8.5%
DDE Tn7 FP inh: disrupts Tn7 cyclic peptide binding to fibrin D-Dimer-E complex; FP displacement of FITC-Tn7 peptide from fibrin DD(E); 0% = median of compound wells per plate; AID 720508; P02675; 0.13% of 370,000 active; inhibition, % at 8.3 µM;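 active = inhibition above the mean of compounds falling within the control limits plus 3 SD of them, cut at about 14% in these data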;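 note: 0% = plate median of compound wells and 100% = 10 µM Aha-Tn7 peptide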
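system = human fibrin DD(E) protein | quantity = DD(E) 2 µM final | medium = Tris/NaCl/CaCl2 buffer, pH 7.8 | also added = labelled Tn7 tracer, 0.1 µM | compound dosing = single point at 8.3 µM | timing = compound with protein 10 min, then 3 h after probe, room temperature | signal = FP measurement | benchmarks = Aha-Tn7 high control | repeats = one replicate per compound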
UHRF1 binding: UHRF1 methyl-DNA binding inhibition | Q96T88 | UHRF1 binding to methylated oligo, TR-FRET | inhibition, % at 4.4 µM | 0.75% of 370,000 active; in the data active = inhibition above about 21%;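 note: UHRF1 SRA domain binding a hemimethylated CpG hairpin DNA probe; 0% = median of test compound wells and 100% = reference inhibitor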
TCR CD3 inh: human TCR-CD3 binding inhibition. TAMRA-labeled TCR probe fluorescence, biochemical. 0.37% of 360,000 active. inhibition, % at 9.4 µM; in the data active = inhibition above about 19%;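 note: recombinant mutant TCR 2C K166C tagged with TAMRA read by polarization; 0% = receptor in buffer alone and 100% = receptor with positive control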
HTRA1 inhibitor: blocks human HTRA1 serine peptidase. recombinant HTRA1, FP-rhodamine activity-based probe, fluorescence polarization. inhibition, % at 5.96 µM. 0.5% of 340,000 active; in the data active = inhibition above about 36%;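 note: 0% = enzyme with DMSO and 100% = wells lacking enzyme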
Target sequence (Q92743 whole entry, looked up): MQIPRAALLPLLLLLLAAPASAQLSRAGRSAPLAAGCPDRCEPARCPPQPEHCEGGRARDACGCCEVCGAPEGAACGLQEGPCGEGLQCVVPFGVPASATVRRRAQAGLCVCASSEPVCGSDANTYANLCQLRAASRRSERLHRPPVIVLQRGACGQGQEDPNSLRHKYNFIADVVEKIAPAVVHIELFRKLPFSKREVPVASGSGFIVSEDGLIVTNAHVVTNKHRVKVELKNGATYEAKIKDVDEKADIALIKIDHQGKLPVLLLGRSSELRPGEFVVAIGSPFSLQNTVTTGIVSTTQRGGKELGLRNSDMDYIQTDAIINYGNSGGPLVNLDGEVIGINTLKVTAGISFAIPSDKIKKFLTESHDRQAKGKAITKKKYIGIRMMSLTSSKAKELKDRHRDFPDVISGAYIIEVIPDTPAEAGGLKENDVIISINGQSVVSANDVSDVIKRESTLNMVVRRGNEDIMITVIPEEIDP
LEDGF integ inh: blocks HIV-1 LEDGF/p75-dependent DNA integration; inhibition, % at 3.7 µM; 0.64% of 370,000 active; AID 743269; TR-FRET IN-LEDGF/p75 DNA integration, Eu/Cy5;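 active = inhibition above the screen-wide mean plus 3 SD, cut at about 13% in these data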;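 note: signal is the Cy5 over europium emission ratio at 671 and 618 nm; 0% = plate median of compound wells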
TDP2 absorb: TDP2 (human) inhibition, absorbance primary screen; recombinant TDP2, T5PNP hydrolysis, p-nitrophenol absorbance 415 nm; inhibition, % at 12.8 µM; 0.34% of 370,000 active; AID 720702;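 active = inhibition above the mean of all tested compounds plus 3 SD, set per campaign, cut at about 25% in these data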;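 note: 0% = DMSO with enzyme and 100% = buffer with substrate but no TDP2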
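Assay system: recombinant human TDP2 / Reagent: T5PNP substrate at 5 mM, a TopII-DNA adduct mimic / Measured by: epi absorbance from released p-nitrophenol / Evaluation: % inhibition relative to enzyme-containing and enzyme-free wells / Control set: enzyme-free and DMSO wells / Replicates: each compound tested once, singlicate / Schedule: enzyme reaction with compound for 2 h at 37 °C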
Active calls of the source: *; . = not tested or not shown; & = joins results of further samples. A portion of the library; the hit share may differ from the screen's.

mol	PRMT1 inh	mABHD4 FP	SIAE primary	PG9 binder	DDE Tn7 FP inh	UHRF1 binding	TCR CD3 inh	HTRA1 inhibitor	LEDGF integ inh	TDP2 absorb
CCS(=O)(=O)NCc1nnc2n1-c1ccc(Br)cc1C(c1ccccc1Cl)=NC2	5	-1	-8	0.2	2	1	2	4	1	3
CCCCCCn1c(=O)c(C(=O)Nc2ncccc2O)c(O)c2ccccc21	3	6	3	0.4	-1	0	26*	7	3	-2
c1cc2c(cc1N1CCCCC1)CNCc1cnnn1-2	-3	-2	-2	1.1	2	-2	2	.	1	7
O=C1NC(=O)C2(Cc3c(nc4ccccn4c3=O)N3CCCCCC32)C(=O)N1Cc1ccccc1 (stereo unspecified)	0	-1	4	-1.7	6	-1	2	-3	1	-8
CCNCC(O)c1cccc(O)c1 (stereo unspecified)	3	-2	-9	-0.5	-5	3	1	-1	-3	-4
c1cc(C2N3CCCN2CC3)ccn1 (stereo unspecified)	2	-1	11	-1.2	9	0	4	18	-2	-6
O[C@H]1C2CCC1C(N1CCCCC1)CC2 (stereo partly specified)	2	-2	2	2.1	2	2	-9	3	1	3
CCC(C)NS(=O)(=O)c1ccc(OCC(=O)N2CCN(CC)CC2)cc1 (stereo unspecified)	-1	-1	-8	0.1	5	3	-1	-1	-6	-6
COC(=O)C1=C(c2c(C)noc2C)C[C@@H]2CC[C@H]1N2C(=O)NCc1ccc2c(c1)OCO2	-4	-1	9	-0.7	3	0	3	6	-1	15
Nc1ccc(Cl)cc1C(=O)c1ccccc1Cl	3	-2	-7	-1.1	-1	-1	5	-7	-1	-8
CN1CCN(c2nc3c(c(=O)[nH]2)CCC3)CC1	-5	3	11	-2.7	6	10	9	4	-1	-5
CSc1ccc(CN2CCN(C(=O)COc3cccc(C)c3)CC2)cc1	0	7	5	-0.3	-3	0	3	-7	1	24
Cc1cc(C)n2nc(SC(C)C(=O)N3CCC4(CC3)OCCO4)nc2n1 (stereo unspecified)	3	3	1	3.6	3	1	-7	7	2	-7
COc1ccc(CN2C(=O)NC(=O)/C(=C/c3ccoc3)C2=O)cc1	-15	-38	-9	-0.6	-23	21*	-8	-8	10	11
CC1CC(C)CN(C(=O)COC(=O)c2cn(C)c3ccccc23)C1 (stereo unspecified)	0	7	-1	-1.3	-9	-2	1	3	3	-4
CCOC(=O)[C@]12Cc3cc(N(C)C)ccc3[C@H]1N(Cc1ccccc1)C(=O)c1ccccc12	2	-11	4	0.2	2	2	-6	6	3	-9
C[C@@H]1O[C@@H](O[C@H]2C[C@@H](O)[C@]3(CO)[C@H]4[C@H](O)C[C@]5(C)[C@@H](C6COC(=O)C6)CC[C@]5(O)[C@@H]4CC[C@]3(O)C2)[C@H](O)[C@H](O)[C@H]1O (stereo partly specified)	-5	-5	0	0.0	-6	0	-2	4	2	2
C=CCC1([C@@H](C)CCC)C(=O)NC(=O)NC1=O	-1	-2	-5	1.8	-4	1	0	-3	-3	0
COC(=O)C1=C(c2cc3ccccc3o2)C[C@@H]2CC[C@H]1N2C(=O)NCc1ccc(C(F)(F)F)cc1	2	1	-13	-0.1	-6	0	3	-4	-2	-2
C[C@]12CCC3C(CC[C@@H]4C[C@@H](O)CC[C@]34C)C1CC[C@@H]2O (stereo partly specified)	-3	-8	-3	-2.1	-5	4	-2	3	4	-3

Individual results from above:
O[C@H]1C2CCC1C(N1CCCCC1)CC2 (stereo partly specified) | UHRF1 binding = 2
CCOC(=O)[C@]12Cc3cc(N(C)C)ccc3[C@H]1N(Cc1ccccc1)C(=O)c1ccccc12 | mABHD4 FP = -11
C[C@]12CCC3C(CC[C@@H]4C[C@@H](O)CC[C@]34C)C1CC[C@@H]2O (stereo partly specified) | TCR CD3 inh = -2

(further entries)
mol	PRMT1 inh	mABHD4 FP	SIAE primary	PG9 binder	DDE Tn7 FP inh	UHRF1 binding	TCR CD3 inh	HTRA1 inhibitor	LEDGF integ inh	TDP2 absorb
c1ccc2c(CCN3CCCCC3)c[nH]c2c1	5	-6	5	-2.0	-1	1	-7	.	1	2
CN(C)CC1CCCCC1OC(=O)Cc1ccc(Cl)c([N+](=O)[O-])c1 (stereo unspecified)	1	15	-8	0.3	-3	-1	4	-4	2	13
c1ccc2c(c1)[IH]c1ccccc1-2	1	2	-5	-0.2	0	-23	5	-1	-3	-1
CN1CCC2(CC1)c1ccccc1-c1ccccc12	-3	-4	0	0.8	-10	-2	0	-3	1	-2
COc1ccc(-c2nc3ccccc3c(=O)o2)cc1	3	-4	-7	-1.1	-3	5	-1	7	4	-12
Cc1cc(N2CCNC[C@@H]2C)ccc1N1CCN[C@@H](C)C1	2	5	3	-1.0	6	1	7	.	-3	10
CC(C)(C)NC(=O)C1CN=C(c2ccccc2)c2cc(Cl)ccc2N1C(=O)C1CCC1 (stereo unspecified)	-2	7	5	.	2	-1	.	.	-1	8
Cc1oc2ccc(OC(=O)N(C)C)cc2c1C(=O)OC(C)C	-5	19	-2	1.6	1	-2	7	-11	2	9
CN(C)C(=O)Nc1cccc(OC(=O)N(C)C)c1	1	-1	-1	-0.5	-3	2	3	5	0	8
Cc1cccc2c1=NC(=O)/C(=C/c1c(O)[nH]c(=O)[nH]c1=O)C=2	16	8	7	-1.8	-2	-10	-1	0	1	32*
Cc1ccccc1C1=NCC(=S)Nc2ccc(Cl)cc21	-3	-4	-1	-0.2	-5	-4	-4	-5	3	-1
O=C(C1CC(=O)N(c2ccc(F)c(Cl)c2)C1)N1CCC2(CC1)OCCO2 (stereo unspecified)	3	-2	0	-1.2	1	-2	0	5	-1	5
CCC(=NCC1CCCO1)c1c(O)n(Cc2ccccc2)c(=O)[nH]c1=O (stereo unspecified)	-2	-5	-13	-1.5	6	8	7	0	5	-28
C[C@]12CC[C@H](N)CC1=CCC1C2CC[C@@]2(C)C1CC[C@@H]2O (stereo partly specified)	-11	2	-7	-3.8	0	-5	3	-1	0	-9
CCC(=O)N1CC(=O)Nc2ccc(F)cc2C1c1ccc(F)cc1 (stereo unspecified)	-5	-2	-1	-2.1	-3	3	-3	6	-1	1
CN(C)C(=O)Oc1cccc(NC(=O)N2CCOCC2)c1	1	2	11	-0.4	-2	0	-5	-1	3	-10
CN1C(C(=O)N2CCC3(CC2)OCCO3)=CC(c2ccc(F)cc2)=NS1(=O)=O	-4	-5	-10	-0.9	-6	1	-6	0	0	1
CC(C)(C)C(=O)O[C@H]1CC[C@@]2(C)C(=CC(=O)C3C2CC[C@]2(C)C(=O)[C@@H](F)CC32)C1 (stereo partly specified)	2	-5	8	0.4	6	0	2	-2	-2	0
COC(=O)C12OCC34C(CC5C(C)=C(O)C(=O)CC5(C)C3C(O)C1O)OC(=O)C(OC(=O)/C=C(\C)C(C)C)C24 (stereo unspecified)	3	-9	-10	-0.8	-5	4	-2	5	6	-18
O=C(O)[C@H]1C[C@@H]1[C@H](NP(=O)(c1ccccc1)c1ccccc1)c1ccccc1	-3	0	0	-0.1	2	-3	7	-1	-1	-8

Not a retest: 2 of the compounds above.
mol	PRMT1 inh	mABHD4 FP	SIAE primary	PG9 binder	DDE Tn7 FP inh	UHRF1 binding	TCR CD3 inh	HTRA1 inhibitor	LEDGF integ inh	TDP2 absorb
C[C@]12CC[C@H](N)CC1=CCC1C2CC[C@@]2(C)C1CC[C@@H]2O (stereo partly specified)	-11	2	-7	-3.8	0	-5	3	-1	0	-9
CCC(=O)N1CC(=O)Nc2ccc(F)cc2C1c1ccc(F)cc1 (stereo unspecified)	-5	-2	-1	-2.1	-3	3	-3	6	-1	1

Other structures follow.
mol	PRMT1 inh	mABHD4 FP	SIAE primary	PG9 binder	DDE Tn7 FP inh	UHRF1 binding	TCR CD3 inh	HTRA1 inhibitor	LEDGF integ inh	TDP2 absorb
C[N+](C)(C)CCOC(=O)CBr	3	-4	4	-0.7	4	1	3	0	-2	3
O=C1NC(=O)C2(Cc3ccccc3N3CCCC32)C(=O)N1 (stereo unspecified)	12	2	2	1.6	3	10	3	5	-1	-3
COC(=O)C1=C(c2ccccc2)C[C@@H]2CC[C@H]1N2C	-4	-5	17	1.0	4	2	-1	-2	1	8
CC(=O)OC1CCC2(C)C3CCC4(C)C(OC(C)=O)CCC4C3C(C)C2(O)C1 (stereo unspecified)	-2	-2	-6	-1.9	4	-3	5	-8	2	-1
Cn1cccc1/C=C1/C(=O)NC(=O)N(Cc2ccc(F)cc2)C1=O	6	9	7	-1.6	-1	20	-4	20	1	2
CCC(C)C1NC(=O)C(NC(=O)C(CC(C)C)N(C)C(=O)C2CCCN2C(=O)C(C)O)C(C)OC(=O)C(Cc2ccc(OC)cc2)N(C)C(=O)C2CCCN2C(=O)C(CC(C)C)NC(=O)[C@H](C)C(=O)[C@H](C(C)C)OC(=O)CC1O (stereo partly specified)	-3	-5	-9	-2.6	-5	6	-1	-17	1	-16
OC1(c2cccnc2)CC2CCC(C1)N2Cc1nnnn1Cc1ccccc1 (stereo unspecified)	0	1	11	1.8	1	-2	-3	1	4	3
Cc1ncc(CN2CCCC(C(=O)c3cccc(Cl)c3)C2)s1 (stereo unspecified)	4	1	-9	1.6	5	16	-2	4	-2	0
Cc1nc2ccc(N3CCN(C)CC3)cc2nc1C	3	0	5	0.1	2	3	-2	5	-6	-15
CC1CC2(C)C(=CC1=O)CCC1C3CCC(C)(O)C3(C)CC3OC312 (stereo unspecified)	-1	-3	-2	-1.1	0	-1	2	-1	-1	6
CN1OC[C@@H]2COc3ccc4ccccc4c3[C@@H]21	1	4	1	-2.4	6	1	-4	-2	-4	12
Cc1cc(OC(C)C(=O)NCc2ccncc2)c2c3c(c(=O)oc2c1)CCC3 (stereo unspecified)	0	-1	0	1.1	-4	-1	1	4	3	10
COc1ccc(NP(=O)(Oc2ccccc2OC)Oc2ccccc2OC)cc1	0	5	2	-1.6	4	-1	3	-8	1	6
Cc1cccc(CN2CCN(CC(=O)N3CCC4(CC3)OCCO4)C2=O)c1	-4	-1	5	-0.9	5	-1	1	1	0	10
Cc1ccc(N2C(=O)NC(=O)/C(=C\c3ccc(N4CCOCC4)cc3)C2=O)cc1	0	-3	13	0.9	2	-1	-8	-2	0	2
N#C/C(N)=C(/N)C#N	4	6	-2	-3.2	-4	4	2	-2	1	3
O=c1[nH]c(=O)n(Cc2ccco2)c(O)c1C=NCCN1CCOCC1	1	0	4	0.1	-7	1	0	1	4	5
C[C@]12CCC3C(CCC4=CC(O)CC[C@@]43/C=N/O)C1(O)CCC2C1=CC(=O)OC1 (stereo partly specified)	-2	4	-1	-1.1	-7	-2	2	0	1	-4
N#CC12c3ccccc3C(=O)N1Cc1cnnn1-c1ccccc12 (stereo unspecified)	0	0	8	-0.5	0	0	-5	.	5	-1
CN(C)P1(N(C)C)=Nc2c(c(N)nn2C)C(c2ccccc2)=N1	3&-7	0&-12	4&7	4.0&-1.2	4&6	1&-2	-1&2	4&1	6&2	0&5

Compound activity: PubChem BioAssay, The Scripps Research Institute Molecular Screening Center
